Screening results: PubChem BioAssay, several laboratories
cytoskel mod – cytoskeleton assembly modification; hit rate 0.18% among 91,000; inhibition, % at 2 µM; HUVEC TNFa F-actin phalloidin imaging, high content; AID 836;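 active = inhibition above the batch mean plus 3 SD and confirmed as a hit by visual image inspection, cut at about 30% in these data, passing the limit was not always enough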; note: strong numbers were not always called active
VCAM1 TNFa inh – reduces TNF alpha induced VCAM1 expression in HUVEC. HUVEC TNFa-induced VCAM-1 immunofluorescence, high-content imaging. inhibition, % at 2 µM. hit rate 0.48% among 95,000. AID 802;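 active = inhibition above the batch mean plus 3 SD, with images confirmed as a hit by eye, cut at about 37% in these data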;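 note: 0% = TNF-stimulated DMSO wells and 100% = unstimulated control wells; not every result past the cut was called active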
HUVEC tox TNFa – HUVEC cytotoxicity counter-screen, TNF alpha stimulated | AID 848 | HUVEC TNFalpha-stimulated, Hoechst cell count, imaging | hit rate 0.17% among 93,000 | cell count reduction, % at 2 µM;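 active = cell count reduction exceeding the screen mean by over 5 SD, scaled to untreated wells per plate, cut at about 78% in these data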;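 note: cells counted after 24 h of TNF alpha exposure following the 1 h pretreatment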
LYP inh 2 – LYP (human) phosphatase inhibition. hit rate 0.21% among 96,000. recombinant LYP catalytic domain, DiFMUP fluorescence. inhibition, % at 2 µM;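 active = inhibition at 2 µM at or above a set limit, the screen mean plus 3 SD, cut at about 24% in these data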;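 note: 0% = DMSO with enzyme and 100% = enzyme fully blocked by orthovanadate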
Candida biofilm – kills Candida albicans biofilms; C. albicans biofilm + clotrimazole, Alamar Blue; inhibition, % at 6 µM; hit rate 0.14% among 85,000; AID 834;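 active = inhibition above 20%; inactive = inhibition below 20%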;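 note: preformed 24 hr biofilms exposed to compound for 48 hr; 0% = biofilm without compound and 100% = blank killed by clotrimazole plus chlorhexidine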
HUVEC tox IL1B – toxic to HUVEC cells under IL-1B stimulation. HUVEC cell count loss, Hoechst imaging, IL-1B stimulated. cell count reduction, % at 2 µM. hit rate 0.41% among 94,000;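 active = cell count reduction more than 3 SD above the screen-wide mean, cut at about 70% in these data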;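 note: normalized per plate to untreated control cells as the no-loss baseline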
hDAT+cocaine – modulates human dopamine transporter uptake under cocaine. B-score at 10 µM. LLC-PK1 hDAT cells, [14C]-dopamine uptake with cocaine IC80; actives deviate in either direction. hit rate 1.3% among 110,000;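 active = Z score or B-score, a plate-position-corrected score, falls beyond the plate's 99.7% confidence bounds, in either direction; inactive = both scores lie inside the 99.7% bounds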;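 note: scored against the spread of the other compound wells on the same plate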
Target sequence (Q01959 whole entry, looked up): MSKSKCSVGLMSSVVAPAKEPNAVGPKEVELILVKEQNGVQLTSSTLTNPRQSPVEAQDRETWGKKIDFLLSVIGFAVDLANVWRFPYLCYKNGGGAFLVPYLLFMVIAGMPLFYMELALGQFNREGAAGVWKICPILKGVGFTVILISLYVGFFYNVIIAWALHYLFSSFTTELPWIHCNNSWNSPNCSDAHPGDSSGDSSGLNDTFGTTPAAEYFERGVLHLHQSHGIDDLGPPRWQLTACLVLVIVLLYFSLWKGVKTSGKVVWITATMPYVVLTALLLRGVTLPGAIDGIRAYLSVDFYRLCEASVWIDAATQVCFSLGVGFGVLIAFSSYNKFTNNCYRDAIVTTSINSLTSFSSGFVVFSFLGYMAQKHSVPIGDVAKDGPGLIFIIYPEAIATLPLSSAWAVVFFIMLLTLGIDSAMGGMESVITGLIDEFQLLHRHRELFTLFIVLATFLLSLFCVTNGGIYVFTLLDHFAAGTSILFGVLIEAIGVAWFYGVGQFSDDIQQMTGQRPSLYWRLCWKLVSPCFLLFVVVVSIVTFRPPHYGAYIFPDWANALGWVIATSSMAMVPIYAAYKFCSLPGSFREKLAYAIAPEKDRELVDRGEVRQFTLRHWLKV
Smad3 FoxH1 inh – Smad3 (human) transcription factor binding inhibition; P84022; TR-FRET Smad3/Dy647-FoxH1 peptide binding, europium anti-His; inhibition, % at 25 µM; hit rate 0.29% among 88,000;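 active = compounds that reduce the energy-transfer binding signal between the protein and its labelled peptide by more than half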;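 note: 0% = Smad3 plus labelled peptide maximal FRET and 100% = peptide-only background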
Target sequence (P84022 whole entry, looked up): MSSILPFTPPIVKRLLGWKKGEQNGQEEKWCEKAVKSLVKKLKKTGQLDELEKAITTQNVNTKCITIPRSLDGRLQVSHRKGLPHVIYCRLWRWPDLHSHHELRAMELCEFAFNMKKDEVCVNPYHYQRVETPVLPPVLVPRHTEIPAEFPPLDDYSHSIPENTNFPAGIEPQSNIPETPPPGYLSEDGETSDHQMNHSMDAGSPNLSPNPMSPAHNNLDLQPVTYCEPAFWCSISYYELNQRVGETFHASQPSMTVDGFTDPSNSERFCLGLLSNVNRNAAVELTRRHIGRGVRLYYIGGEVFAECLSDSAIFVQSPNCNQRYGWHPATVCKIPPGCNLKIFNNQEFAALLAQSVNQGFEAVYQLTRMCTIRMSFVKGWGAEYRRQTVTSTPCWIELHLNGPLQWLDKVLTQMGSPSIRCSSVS
MT1-MMP txn act – activates MT1-MMP transcription. HT1080 MT1-MMP promoter luciferase reporter, luminescence, overnight; active compounds read high. hit rate 0.16% among 86,000. activation factor at 10 µM;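 active = activation factor of at least 2 for MT1-MMP transcription at 10 µM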
* hit, by the source's call; / = not tested or not shown; [ ] = remark or other dose.

SMILES	cytoskel mod	VCAM1 TNFa inh	HUVEC tox TNFa	LYP inh 2	Candida biofilm	HUVEC tox IL1B	hDAT+cocaine	Smad3 FoxH1 inh	MT1-MMP txn act
C=CCn1c(O)c(C(CC)=NCCN2CCOCC2)c(=O)[nH]c1=O	-12	-13	6	-5	2	42	0.0062	4	1
COc1cc(/C=N/NC(=O)c2cccc([N+](=O)[O-])c2)ccc1OCc1ccc(C)cc1	10	-8	2	12	/	-25	0.34	/	/
COc1cccc(C(=O)CSc2nnc(-c3cc(OC)cc(OC)c3)o2)c1	-18	/	/	1	5	17	-0.24	-8[fluorescence artefact?]	1
COc1cc(C(=O)Oc2ccccc2)ccc1OCc1c(C)noc1C	4	-16	-7	11	3	-9	-0.13	-2	1.1
CCCCOC(=O)Sc1nc2ccccc2o1	47	8	-20	-5	-3	-22	-0.023	9	1.1
CCOC(=O)C(Cc1ccccc1)NS(=O)(=O)c1ccc(NC(C)=O)cc1 (stereo unspecified)	18	16	-9	-4	7	-4	0.18	0	1.1
COc1ccc(N(C)C(=S)Oc2ccc(C(=O)Nc3ccccc3)cc2)cc1	-18	6	-6	-5	/	8	-0.79	/	/
COc1ccc(/C=C/C(=O)NCc2cnn(C)c2C)cc1COc1ccc(Br)cc1	-8	-29	-9	16	/	-55	0.14	/	/
CC(C)Cn1c(=O)c2ccccc2c2ccccc2c1=O	3	5	-14	2	/	-20	0.026	-5	1
Cn1c(CNc2ccc(Cl)cc2)nnc1SCCN1CCCCC1	-2	9	6	5	9	-23	-0.1	6	1.1
CSc1nc(C)cc(SC(C(C)=O)C(=O)Nc2ccccc2)n1 (stereo unspecified)	9	2	-12	8	2	-7	-0.029	0	1.1
COC(=O)C1=C(CSc2nncn2C)NC(=O)NC1c1ccc(F)cc1 (stereo unspecified)	5	14	10	-46	7	0	-1.1	8	1.1
Cn1c(=O)c2c(nc(CN3CCN(c4ccccc4)CC3)n2CCN2CCOCC2)n(C)c1=O	/	/	/	/	7	/	0.053	-8	1.1
O=C(Nc1cc(N2CCOCC2)ncn1)Nc1cccc2ccccc12	-6	-28	-25	3	7	-12	0.018	-7	1
Cc1cc(C)nc(Nc2ccc(N3CCCC3)cc2)n1	-23	-11	-19	-3	5	-3	0.39	8	1.4
Cc1cc(=O)[nH]c(SCC(=O)Nc2ccc(S(=O)(=O)N3CCCCC3)cc2)n1	-26	14	9	10	-6	4	0.91	-7	/
CC1CCCC(C)N1C(=O)Nc1cccc(Cl)c1 (stereo unspecified)	10	6	7	7	3	2	0.021	3	1.1
CCOC(=O)c1sc(NS(=O)(=O)c2ccccc2Cl)nc1C	/	-7	-9	-12	2	-2	-0.012	-3	1.1
COCCNc1nc(=S)[nH]c2cc(OC)c(OC)cc12	52	-11	-3	-31	/	-4	0.96	/	0.9
N#CCCN(Cc1ccccc1)C(=S)NC(=O)c1ccccc1	-15	3	-6	4	/	-11	-0.31	/	/
CSC1=N/C(=C\c2ccccc2F)C(=O)S1	5	-11	-14	-4	7	-9	/	-10	1.1
Nc1nc(C(=O)N2CCOCC2)nn1C(=O)c1ccc(Cl)cc1	/	/	/	/	3	/	-0.27	-11	1.2
Cc1ccc(S(=O)(=O)N2CCCC(C(=O)Nc3cccnc3)C2)cc1 (stereo unspecified)	-3	-17	-8	-9	4	6	0.094	-13	1.2
CC1(C)CC(=O)C2=C(C1)OC(N)=C(C#N)C21C(=O)N(CN2CCOCC2)c2ccccc21 (stereo unspecified)	7	4	-5	1	3	39	0.01	-11	1.2
CCc1nnc(NC(=O)C2CCCN2S(=O)(=O)c2ccc(C)cc2)s1 (stereo unspecified)	-14	-14	-15	-8	1	-48	-1.1	14[fluorescence artefact?]	0.9

Structural class: the entries above containing sulfur (14)
SMILES	cytoskel mod	VCAM1 TNFa inh	HUVEC tox TNFa	LYP inh 2	Candida biofilm	HUVEC tox IL1B	hDAT+cocaine	Smad3 FoxH1 inh	MT1-MMP txn act
COc1cccc(C(=O)CSc2nnc(-c3cc(OC)cc(OC)c3)o2)c1	-18	/	/	1	5	17	-0.24	-8[fluorescence artefact?]	1
CCCCOC(=O)Sc1nc2ccccc2o1	47	8	-20	-5	-3	-22	-0.023	9	1.1
CCOC(=O)C(Cc1ccccc1)NS(=O)(=O)c1ccc(NC(C)=O)cc1 (stereo unspecified)	18	16	-9	-4	7	-4	0.18	0	1.1
COc1ccc(N(C)C(=S)Oc2ccc(C(=O)Nc3ccccc3)cc2)cc1	-18	6	-6	-5	/	8	-0.79	/	/
Cn1c(CNc2ccc(Cl)cc2)nnc1SCCN1CCCCC1	-2	9	6	5	9	-23	-0.1	6	1.1
CSc1nc(C)cc(SC(C(C)=O)C(=O)Nc2ccccc2)n1 (stereo unspecified)	9	2	-12	8	2	-7	-0.029	0	1.1
COC(=O)C1=C(CSc2nncn2C)NC(=O)NC1c1ccc(F)cc1 (stereo unspecified)	5	14	10	-46	7	0	-1.1	8	1.1
Cc1cc(=O)[nH]c(SCC(=O)Nc2ccc(S(=O)(=O)N3CCCCC3)cc2)n1	-26	14	9	10	-6	4	0.91	-7	/
CCOC(=O)c1sc(NS(=O)(=O)c2ccccc2Cl)nc1C	/	-7	-9	-12	2	-2	-0.012	-3	1.1
COCCNc1nc(=S)[nH]c2cc(OC)c(OC)cc12	52	-11	-3	-31	/	-4	0.96	/	0.9
N#CCCN(Cc1ccccc1)C(=S)NC(=O)c1ccccc1	-15	3	-6	4	/	-11	-0.31	/	/
CSC1=N/C(=C\c2ccccc2F)C(=O)S1	5	-11	-14	-4	7	-9	/	-10	1.1
Cc1ccc(S(=O)(=O)N2CCCC(C(=O)Nc3cccnc3)C2)cc1 (stereo unspecified)	-3	-17	-8	-9	4	6	0.094	-13	1.2
CCc1nnc(NC(=O)C2CCCN2S(=O)(=O)c2ccc(C)cc2)s1 (stereo unspecified)	-14	-14	-15	-8	1	-48	-1.1	14[fluorescence artefact?]	0.9

Following part:
SMILES	cytoskel mod	VCAM1 TNFa inh	HUVEC tox TNFa	LYP inh 2	Candida biofilm	HUVEC tox IL1B	hDAT+cocaine	Smad3 FoxH1 inh	MT1-MMP txn act
COc1ccccc1C(=O)n1nc(-c2ccc(Cl)cc2)nc1N	0	17	-16	-17	6	-74	/	-3	1.1
CC(C)C(C)NC(=O)CSc1nc2scc(-c3ccco3)c2c(=O)n1-c1ccccc1 (stereo unspecified)	3	-11	-8	-5	4	-4	0.46	5	1.1
O=C(O)C(Cc1cc2ccccc2[nH]1)N1C(=O)C2CC=C(Cl)CC2C1=O (stereo unspecified)	19	1	-18	9	/	-32	0.042	/	1.4
CC1Cc2cc(/C(O)=C3/C(=O)C(=O)N(CC4CCCO4)C3c3ccco3)ccc2O1 (stereo unspecified)	0	2	-26	-1	8	-10	-0.34	3	1.1
Cc1ccc(-c2nnc3sc(-c4ccc5c(c4)OCCO5)nn23)cc1	-3	19	/	0	5	-13	/	27[fluorescence artefact?]	1
CC1=CC(C)(C)N(C(=O)CSc2nccn2C)c2cc(C)ccc21	0	-15	-2	-1	5	-5	-0.31	3	1.1
C#CC[N+]1(CC#Cc2ccccc2)CCCC1	15	14	12	5	/	-10	0.071	/	/
O=C1CC(NNc2ccccc2)C(=O)N1c1cccc(Cl)c1 (stereo unspecified)	-39	2	10	-6	/	-33	-0.93	/	/
CCOC(=O)C(CC)Sc1ncnc2nc[nH]c12 (stereo unspecified)	4	-34	-28	13	11	-44	-0.57	-4	1.1
O=C(Nc1ccccc1O)c1cc(S(=O)(=O)N2CCOCC2)c(Cl)cc1Cl	-46	11	-15	-7	5	-4	-1.1	8	1.1
CCOC(=O)N1CCN(C(=O)c2nn(-c3cc(OC)cc(OC)c3)c(=O)c3ccccc23)CC1	/	/	/	/	2	/	0.46	-14	1.3
Cc1nc2ncnn2c(C)c1CCC(=O)NCCc1ccccc1	-6	39	15	1	8	4	-0.56	-6	1.2
O=C(O)C1CCC(=O)N1Cc1ccccc1Cl (stereo unspecified)	/	/	/	/	-4	/	-0.0065	-4	1.2
Cn1c(C(=O)NCCN2CCc3ccccc3C2)cc2c(=O)n(C)c3ccccc3c21	-4	5	-4	-5	-5	17	2.8	-2	1.1
COc1ccc2nc(NCCCO)[nH]c2c1	1	-17	/	7	-3	-24	0.43	3	1.2
CCCS(=O)(=O)N1CCCC(C(=O)NCCCN(C)c2ccccc2)C1 (stereo unspecified)	-30	2	-16	-9	9	-45	0.5	-14	1.2
C=CCn1c(SCC(=O)NCc2ccc3c(c2)OCO3)nc2scc(-c3ccccc3)c2c1=O	-1	10	-13	2	6	-12	0.33	-2[fluorescence artefact?]	1.1
CCC(C)(C(=O)NC1CCCCC1)N(C(=O)c1ccccn1)c1ccc(C)cc1 (stereo unspecified)	5	-4	-21	-5	0	16	0.44	4	1.1
CCOc1ccc(Br)cc1S(=O)(=O)NCCN(C)C	-6	-3	-5	6	/	-5	0.4	/	/
C=CCn1c(SCCC(=O)O)nnc1-c1cccs1	-38	-5	7	6	4	7	0.033	1	1.2
COc1ccc(C2C(C#N)=C(N)OC3=C2C(=O)CC(C)(C)C3)c(OC)c1OC (stereo unspecified)	/	/	/	/	9	/	-0.61	9	1.1
CCCOc1ccc(N2C(=O)CC(NCCNc3ccc(S(=O)(=O)CC)cc3)C2=O)cc1 (stereo unspecified)	-28	-6	-12	-2	12	-12	-0.34	4	1
COc1cc(-c2nnn(CC(=O)N3CCOCC3)n2)cc(OC)c1OC	-18	-5	8	-1	1	2	-0.094	11[fluorescence artefact?]	1.1
COc1cc(CNCCc2c[nH]c3ccccc23)ccc1OCc1ccc(F)cc1	-23	6	10	4	/	-27	4.4*	/	/
Cc1cc2c(c(C)nn2-c2ccccc2)c(=O)o1	9	-8	-19	3	3	-12	0.043	-15	1.1

Continued.
SMILES	cytoskel mod	VCAM1 TNFa inh	HUVEC tox TNFa	LYP inh 2	Candida biofilm	HUVEC tox IL1B	hDAT+cocaine	Smad3 FoxH1 inh	MT1-MMP txn act
O=c1c2[nH]c3ccccc3c2ncn1CCCn1ccnc1	8	2	-44	-6	2	-26	-0.6	-2	1.1
O=C1CCN(S(=O)(=O)c2ccccc2)N1	15	2	-25	6	/	-21	/	/	/
CCCCCNC(=O)CCn1c(=O)oc2ccccc21	1	-3	10	-1	/	-7	-0.11	/	1
COc1ccc(C(O)P(=O)(OC2CCCCC2)c2ccc(N(C)C)cc2)cc1OC (stereo unspecified)	-20	6	1	-3	-2	27	1	-5	1.3
Cc1ccc(/C=N/NC(=O)c2csc3c2CCCC3)cc1	-10	-3	27	9	/	-6	-0.076	/	/
COC(=O)c1c(NC(=O)C2CCC2)sc(C(=O)N(C)C)c1C	-6	1	4	-6	10	5	0.83	10	1.1
O=C(Nc1ccc(Cl)c(Cl)c1)N1CC=CCC1	/	/	/	/	10	/	0.27	5	1.9
COC(=O)Cn1c(C)nc(=O)c(-c2ccccc2)c1C	/	/	/	/	-6	/	-0.81	-9	1.1
COc1ccc(-n2c(=O)cc(N3CCN(c4ccccc4F)CC3)[nH]c2=O)cc1	/	/	/	/	-3	/	1.4	0	1
CCOC(=O)c1cnc(-n2nc(C)cc2C)nc1NC(C)c1ccccc1 (stereo unspecified)	/	/	/	/	1	/	-0.23	6	0.8
CN(C)S(=O)(=O)c1ccc(NC(=O)c2ccc(Br)o2)cc1	-21	13	-11	2	1	6	0.18	-3	1.2
CC(=O)Cc1nsc(NC(=O)c2cn(-c3ccccc3)nc2-c2ccc(Br)cc2)n1	1	12	16	0	5	0	0.17	15	1.3
Cn1c(/N=C/c2cc(Cl)ccc2O)nc2ccccc21	-25	-9	-10	-5	9	-3	0.18	1	1.1
O=c1cc(N2CCOCC2)[nH]c(=O)n1-c1ccc(Cl)cc1	/	/	/	/	14	/	0.35	0	1.1

Only part of the results is shown (hit frequency here may not be typical).
